PKM2 act: increases activity of human pyruvate kinase M2 | Potency, µM (doses to about 57.5 µM), for inactives: top-dose activation, actives largely listed as activators | purified PKM2, Kinase-Glo ATP luminescence, activation; response scale: 0% is enzyme alone, no compound | P14618 | hit rate 0.34% among 260,000; also: potency is read from the fitted curve at half-maximal effect; % is scaled to controls: 0 for no effect and ±100 for the full control effect; nearly all actives have a fitted effect of over 55% in size
Target sequence (P14618 whole entry, looked up): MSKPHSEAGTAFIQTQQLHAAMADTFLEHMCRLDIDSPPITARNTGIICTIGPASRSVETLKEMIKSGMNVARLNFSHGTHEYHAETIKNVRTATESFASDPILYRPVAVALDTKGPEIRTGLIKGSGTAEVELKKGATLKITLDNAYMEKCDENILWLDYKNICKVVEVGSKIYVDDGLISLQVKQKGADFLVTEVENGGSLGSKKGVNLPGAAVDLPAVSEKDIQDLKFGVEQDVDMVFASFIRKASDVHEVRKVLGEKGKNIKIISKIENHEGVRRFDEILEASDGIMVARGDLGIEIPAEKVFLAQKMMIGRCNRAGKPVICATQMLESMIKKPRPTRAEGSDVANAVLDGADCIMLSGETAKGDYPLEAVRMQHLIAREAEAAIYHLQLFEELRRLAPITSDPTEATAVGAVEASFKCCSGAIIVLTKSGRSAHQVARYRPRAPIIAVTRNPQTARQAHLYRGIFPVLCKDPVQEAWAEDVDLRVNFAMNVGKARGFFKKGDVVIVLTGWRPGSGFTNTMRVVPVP
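Kinase-Glo luminescence reports ATP generated from ADP (0.1 mM) and PEP (0.5 mM) by purified hPK-M2 after 1 h at room temperature, pH 7.2 imidazole buffer; intermediate enzyme activity allows detecting inhibitors and activators.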
MBNL1 CUG block: MBNL1-poly(CUG) RNA binding inhibition; Q9NR56; TR-FRET MBNL1-His/biotin-(CUG)12 binding, 665/545 ratio; Potency, µM (titrated, usually from 57.5 µM), for inactives: top-dose activity change, negative = inhibition, hits mostly inhibitors; hit rate 0.036% among 280,000; AID 2675; active = well fitted inhibition curve with a large enough effect in the signal ratio, with a control signal flat, not every such curve was filed as active; inconclusive = small, poorly fitted or top-dose-only effect, or effect the other way, or a change in a side signal; inactive = no such curve, though single readings can be large or run the other way; the % refers to the signal ratio; also: potency is read from the fitted curve at half-maximal effect; % is scaled to controls: 0 for no effect and ±100 for the full control effect
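TR-FRET between His-tagged MBNL1 and biotin-(CUG)12 RNA, detected with Tb anti-His antibody (0.055 ng/ul) and streptavidin-XL665 (5 nM), 60 min at room temperature. Compounds titrated 92 nM to 58 uM; 665/545 nm ratio normalized to buffer and complex controls.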
Eya2 inh: blocks the phosphatase activity of human Eya2; O00167; recombinant Eya2, OMFP fluorescence dephosphorylation (OMFP is methylfluorescein phosphate); Potency, µM (top dose mostly 76.9 µM), for the others: top-dose activity, negative = inhibition, actives largely listed as inhibitors; hit rate 0.006% among 330,000; AID 488837; also: potency is read from the fitted curve at half-maximal effect; % is scaled to controls: 0 for no effect and ±100 for the full control effect
Target sequence (O00167 whole entry, looked up): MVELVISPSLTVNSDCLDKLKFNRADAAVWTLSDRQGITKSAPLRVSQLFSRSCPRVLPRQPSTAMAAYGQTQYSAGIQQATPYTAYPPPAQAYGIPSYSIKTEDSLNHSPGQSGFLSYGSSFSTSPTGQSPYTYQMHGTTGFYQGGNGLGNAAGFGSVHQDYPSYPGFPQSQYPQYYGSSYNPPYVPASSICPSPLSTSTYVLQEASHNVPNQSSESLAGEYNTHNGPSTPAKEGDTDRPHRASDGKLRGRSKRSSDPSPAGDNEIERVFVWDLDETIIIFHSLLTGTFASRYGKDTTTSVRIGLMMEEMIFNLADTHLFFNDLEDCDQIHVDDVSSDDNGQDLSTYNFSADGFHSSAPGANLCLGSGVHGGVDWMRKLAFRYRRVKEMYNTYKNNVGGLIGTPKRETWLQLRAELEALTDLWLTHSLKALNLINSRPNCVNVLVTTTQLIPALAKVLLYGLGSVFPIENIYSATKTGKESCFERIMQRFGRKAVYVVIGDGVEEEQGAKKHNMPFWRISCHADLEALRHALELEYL
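Eya2 protein (added as 0.2 uM solution) was preincubated with compound for 10 min at ambient temperature in 50 mM HEPES pH 7.5, 50 mM NaCl, 5 uM MgCl2, 0.05% BSA, 1 mM DTT. OMFP (added at 50 uM) then reacted 10 min; fluorescence read at 485/525 nm.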
Mito fusion act: blocks mitochondrial division or promotes mitochondrial fusion; S. cerevisiae fusion-defective mutant growth rescue, CellTiterGlo 48 h; Potency, µM (highest dose often 46.1 µM), without a hit: at the top dose growth rescue (activation), actives largely listed as activators; hit rate 0.23% among 320,000; AID 485298;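 also: potency is read from the fitted curve at half-maximal effect; % of control where 0% means no effect; nearly all actives have a fitted effect of over 45% in size; temperature-sensitive fusion mutants such as fzo1-1 at 37 °C on non-fermentable ethanol glycerol medium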
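Yeast fusion mutant, YPEG (non-fermentable carbon), compound, 48 h at 37C non-permissive; CellTiterGlo added, 10 min RT, luminescence read. Rescued growth = division inhibition.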
S-ASM inh: human S-ASM enzyme inhibition. P17405. placental ASM, HMU-PC fluorogenic substrate, 60 min. Potency, µM (highest dose often 57.5 µM), without a hit: at the top dose activity change, negative = inhibition, usual class: inhibitors. hit rate 0.006% among 340,000. AID 504937; also: potency is read from the fitted curve at half-maximal effect
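Human placenta-derived ASM enzyme was preincubated with compound for 10 minutes at room temperature, then given fluorogenic substrate HMU-PC0 (9 uM final) for 60 minutes at 37 °C; a pH 10 stop preceded fluorescence reading at Ex 386/Em 447 nm.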
TSHR antagonist: blocks TSH signaling through the human TSH receptor; P16473; TSHR-expressing cells, TSH-stimulated cAMP HTRF, 2 h; stronger effect = lower value; activity change, negative = inhibition, % at 11.5 µM; hit rate 0.2% among 330,000;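 active = activity change below a set negative limit, meaning inhibition stronger than a set level, cut at about -70% in these data; inconclusive = activity change between two set negative limits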; also: % is scaled to controls: 0 for no effect and ±100 for the full control effect
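Freshly harvested TSHR cells receive pin-tooled compound, then EC80 TSH at 4nM final. After 2 hours at 37 deg C, antibody in lysis buffer and cAMP-d2 are added; 30 minutes at ambient temperature precede the HTRF read.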
GALK inhibitor: inhibitors of human galactokinase. Purified GALK, Kinase-Glo residual ATP luminescence. Potency, µM (top dose mostly 57.5 µM), for the others: top-dose activity change, negative = inhibition, usual class: inhibitors. hit rate 0.007% among 270,000. AID 1868; also: potency is read from the fitted curve at half-maximal effect; % is scaled to controls: 0 for no effect and ±100 for the full control effect
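Luminescence from leftover ATP (Ultra-Glo luciferase/luciferin) served as read-out after a 1 h room-temperature reaction of 5 nM GALK with 35 uM ATP and 100 uM galactose.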
KCNH2 WT inh: blocks the wildtype human KCNH2 potassium channel; Q12809; U2OS, BacMam KCNH2, thallium flux FluxOr; stronger effect = lower value; activity change, % at 1.84 µM; hit rate 0.37% among 340,000;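 active = maximum activity change below -70%; inconclusive = maximum activity change between -70% and -50%; inactive = maximum activity change above -50%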; also: % is scaled to controls: 0 for no effect and ±100 for the full control effect
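U2OS cells transduced with wild-type KCNH2 virus are loaded with FluxOr dye for 45 min, and thallium flux is measured in kinetic reads before and after stimulation buffer. Rate constants are normalized to DMSO controls.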
USP2a inh: inhibitors of human ubiquitin-specific protease USP2a; O75604; USP2 core, Ub-CHOP2 coupled fluorogenic reporter, 485/531; Potency, µM (doses to about 38.3 µM), inactives show at the top dose activity change, negative = inhibition, hits mostly inhibitors; hit rate 0.01% among 330,000; AID 463254;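 also: potency is read from the fitted curve at half-maximal effect; plate controls were DMSO wells for no effect and full inhibition by NEM control for full effect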
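Deubiquitinase activity read as fluorescence (485/531 nm) after Ub-CHOP2 cleavage activates the enterokinase reporter on its substrate; USP2 core 10nM, Ub-CHOP2 and substrate 25nM each, 30min compound preincubation then 60min RT; data normalized to NEM, curves fitted.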
Menin MLL FP TR: menin-MLL binding inhibition, Texas Red mutant peptide; Menin + Texas Red MLL mutant peptide, fluorescence polarization; Potency, µM (top dose mostly 61.6 µM), without a hit: at the top dose FP activity change, negative = inhibition, actives largely listed as inhibitors; hit rate 0.23% among 270,000; AID 1768; active = well fitted inhibition curve with a large enough effect in the polarisation, with a control signal flat, not every such curve was filed as active; inconclusive = small, poorly fitted or top-dose-only effect, or effect the other way, or a change in a side signal; inactive = no such curve, though single readings can be large or run the other way; the % refers to the polarisation; also: potency is read from the fitted curve at half-maximal effect; % of control where 0% means no effect; many of its hits are not listed in these tables
Chronic BCR inh: inhibitors of chronic active B-cell receptor signaling | AID 493014 | ABC-DLBCL IkBa-CBG/CBR reporter, luminescence ratio, 4 h | hit rate 0.05% among 340,000 | Potency, µM (titrated, usually from 46.1 µM), for inactives: at the top dose ratio change, negative = lower green/red ratio, most hits filed as inhibitors; active = well fitted inhibition curve with a large enough effect in the signal ratio, with a control signal flat, not every such curve was filed as active; inconclusive = small, poorly fitted or top-dose-only effect, or effect the other way, or a change in a side signal; the % refers to the signal ratio;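 also: potency is read from the fitted curve at half-maximal effect; plate controls were basal doxycycline-induced cells for no effect and cells given 10 µM MG132 for full effect; MG132 reads +100%, hits lower the ratio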
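Compounds up to 46 uM were incubated four hours with TMD8 cells whose green CBG68 luciferase is fused to IkappaBalpha; red CBR luminescence normalised the signal, and concentration-effect curves were fitted to fusion, red and ratio data.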
Active calls of the source: *; [ ] = dose if it differs, or a comment. Unless noted, calls follow the shape of the dose curve; as a rule, active = well fitted curve in the direction sought with a large enough effect; inconclusive = small, poorly fitted or top-dose-only effect, or another doubt; inactive = no such curve, though single readings can be large; an effect the other way counts as inactive or inconclusive. An excerpt; count on the stated rates, not on these rows.

Cc1ccc(-c2csc(NC(=O)CSc3nc4ccccc4o3)n2)cc1 was read as PKM2 act 1%, MBNL1 CUG block -5%, Eya2 inh 5%, Mito fusion act -3%, S-ASM inh -4%, TSHR antagonist -29, GALK inhibitor 3%, KCNH2 WT inh 2, USP2a inh 6%, Menin MLL FP TR -19% and Chronic BCR inh inconclusive.
`COc1ccc(CN(CC(=O)NC2CCCC2)C(=O)CCC(=O)Nc2nc(C)cs2)cc1` gave PKM2 act 5%, MBNL1 CUG block -4%, Eya2 inh 6%, Mito fusion act 2%, S-ASM inh 3%, TSHR antagonist 5, GALK inhibitor 18%, KCNH2 WT inh -2, USP2a inh -2%, Menin MLL FP TR 3% and Chronic BCR inh -16%.
For C=CCS(=O)(=O)N1CCCC(N2CCN(c3ccccc3OC)CC2)C1 (configuration not stated) the results were PKM2 act -3%, MBNL1 CUG block 4%, Eya2 inh inconclusive, Mito fusion act -1%, S-ASM inh 1%, TSHR antagonist 2, GALK inhibitor 2%, KCNH2 WT inh -8, USP2a inh -2%, Menin MLL FP TR -2% and Chronic BCR inh 5%.
CCOC(CNC(=O)C(=O)Nc1cc2c3c(c1)CCN3C(=O)CC2)OCC was read as MBNL1 CUG block 1%, Eya2 inh 1%, Mito fusion act 2%, S-ASM inh -9%, TSHR antagonist 11, GALK inhibitor 1%, KCNH2 WT inh -1, USP2a inh 4%, Menin MLL FP TR -5% and Chronic BCR inh -1%.
COc1cccc(CNC(=O)COC(=O)c2nc(Cl)c(Cl)c(Cl)c2Cl)c1 was read as Eya2 inh 4%, Mito fusion act -6%, S-ASM inh -3%, TSHR antagonist -30, KCNH2 WT inh -31, USP2a inh 0% and Chronic BCR inh inconclusive.
COc1ccc(CCNC(=O)CSc2nc3ccccc3o2)cc1 was read as PKM2 act -6%, MBNL1 CUG block -5%, Eya2 inh 1%, Mito fusion act 4%, S-ASM inh -3%, TSHR antagonist -9, GALK inhibitor -1%, KCNH2 WT inh 0, USP2a inh -7%, Menin MLL FP TR 2% and Chronic BCR inh -3%.
Screening COc1nc(NCCc2ccc(OC)c(OC)c2)nc(OC)n1 returned PKM2 act 5%, MBNL1 CUG block 1%, Mito fusion act 1%, S-ASM inh 2%, GALK inhibitor 4%, KCNH2 WT inh 8 and Menin MLL FP TR 2%.
N#C/C(=C(/O)CN1CCOCC1)c1nc(-c2ccccc2)cs1 was read as PKM2 act -19%, MBNL1 CUG block 5%, Eya2 inh -10%[15.4 µM], Mito fusion act 4%, S-ASM inh 2%, TSHR antagonist -1, GALK inhibitor -3%, KCNH2 WT inh 7, USP2a inh -2%, Menin MLL FP TR 18% and Chronic BCR inh -4%.
`CCc1nc(SCc2ccc(OC)c(Br)c2)n[nH]1` gave MBNL1 CUG block -8%, Eya2 inh 1%, Mito fusion act 24%, S-ASM inh -5%, TSHR antagonist 2, GALK inhibitor -2%, KCNH2 WT inh 4, USP2a inh 6%, Menin MLL FP TR 19% and Chronic BCR inh -2%.
Cc1cccn2c(=O)c3cc(C(=O)NC4CCCC4)c(=N)n(C4CCCC4)c3nc12 was read as PKM2 act 1%, MBNL1 CUG block inconclusive, Eya2 inh -13%, Mito fusion act 12%, S-ASM inh 381%[activator], TSHR antagonist -9, GALK inhibitor 0%, KCNH2 WT inh -25, USP2a inh 5%, Menin MLL FP TR -25% and Chronic BCR inh inconclusive.
COc1cc(CNCc2cccs2)ccc1OCC(=O)NC(C)(C)C was read as PKM2 act -2%, MBNL1 CUG block -12%, Eya2 inh 7%, Mito fusion act -3%, S-ASM inh 6%, TSHR antagonist -1, GALK inhibitor -3%, KCNH2 WT inh -5, USP2a inh 3%, Menin MLL FP TR 12% and Chronic BCR inh -1%.
`CCOC(=O)CSc1nnc(Cn2nnc3ccccc32)n1-c1ccc(F)cc1` gave PKM2 act -3%, MBNL1 CUG block -16%, Eya2 inh 11%, Mito fusion act -2%, S-ASM inh 3%, TSHR antagonist -2, GALK inhibitor 6%, KCNH2 WT inh -2, USP2a inh -2% and Chronic BCR inh inconclusive.
Screening COc1ccc(NC(=O)c2cccs2)c([N+](=O)[O-])c1 returned PKM2 act -6%, MBNL1 CUG block inconclusive, Eya2 inh -5%, Mito fusion act -2%, S-ASM inh -3%, TSHR antagonist 11, GALK inhibitor -3%, KCNH2 WT inh 1, USP2a inh 2%, Menin MLL FP TR 8% and Chronic BCR inh -6%.
`O=C(Nc1ccc(Cl)cn1)c1ccc([N+](=O)[O-])o1` gave PKM2 act -2%, MBNL1 CUG block inconclusive, Eya2 inh 3%, Mito fusion act -3%, S-ASM inh 112%[activator], TSHR antagonist 0, GALK inhibitor 1%, KCNH2 WT inh -2, USP2a inh 1%, Menin MLL FP TR 14% and Chronic BCR inh -17%.
For CC12CN(C(=S)Nc3ccccc3)CC(C)(CN(C(=S)Nc3ccccc3)C1)C2=O the results were PKM2 act -1%, MBNL1 CUG block -3%, Eya2 inh 16%, Mito fusion act 1%, S-ASM inh 2%, TSHR antagonist 10, GALK inhibitor -1%, KCNH2 WT inh 3, USP2a inh 6%, Menin MLL FP TR 7% and Chronic BCR inh 2%.
For CC(C)c1ccc(NC(=O)C2CCN(S(C)(=O)=O)CC2)cc1 the results were PKM2 act -8%, MBNL1 CUG block 3%, Eya2 inh 9%, Mito fusion act -2%, S-ASM inh -1%, TSHR antagonist 0, GALK inhibitor -1%, KCNH2 WT inh 1, USP2a inh 0%, Menin MLL FP TR 34%[activator] and Chronic BCR inh -19%.
`Cc1cc(C)n(/N=C/c2ccco2)c(=O)c1C#N` gave PKM2 act -1%, MBNL1 CUG block 17%, Eya2 inh -3%, Mito fusion act -3%, S-ASM inh -1%, TSHR antagonist -5, GALK inhibitor 2%, KCNH2 WT inh 9, USP2a inh 1%, Menin MLL FP TR 0% and Chronic BCR inh 1%.
For Cc1ccc(OCC(=O)NCCO)c(Br)c1 the results were PKM2 act -2%, MBNL1 CUG block 7%, Eya2 inh 5%, Mito fusion act 3%, S-ASM inh -1%, TSHR antagonist 6, GALK inhibitor 1%, KCNH2 WT inh -13, USP2a inh 8%, Menin MLL FP TR 14% and Chronic BCR inh inconclusive.
CCOC(=O)N1CCC(NC(=O)C2CCN(S(=O)(=O)N3CCCC3)CC2)CC1 was read as PKM2 act -1%, MBNL1 CUG block -4%, Eya2 inh 2%, Mito fusion act -1%, S-ASM inh 1%, TSHR antagonist 11, GALK inhibitor 1%, KCNH2 WT inh -13, USP2a inh 0%, Menin MLL FP TR 4% and Chronic BCR inh inconclusive.
COc1ccc(C(=O)N2CCN(C(C)=O)CC2)cc1S(=O)(=O)NCc1ccc(Cl)cc1 was read as PKM2 act -11%, MBNL1 CUG block -11%, Eya2 inh 14%, Mito fusion act 6%, S-ASM inh 0%, TSHR antagonist 3, GALK inhibitor -3%, KCNH2 WT inh 4, USP2a inh 1%, Menin MLL FP TR 3% and Chronic BCR inh -5%.
For Cc1cc(OCCCCCNCCO)cc(C)c1Cl the results were PKM2 act 9%, MBNL1 CUG block 1%, Eya2 inh 1%[15.4 µM], Mito fusion act -10%, S-ASM inh -1%, TSHR antagonist 3, GALK inhibitor 4%, KCNH2 WT inh 0, USP2a inh 5%, Menin MLL FP TR -7% and Chronic BCR inh inconclusive.

Screening data (PubChem BioAssay)
